Source: PubChem (several laboratories)
ASAP1 GAP inh: inhibitors of human ASAP1 ArfGAP activity. Q9ULH1. ASAP1-stimulated ARF1 GTP hydrolysis, GDP FP detection. inhibition, % at 16.5 µM. hit rate 0.19% among 360,000. AID 624377; in the data active means inhibition above about 25%;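 further: 0% = vehicle with enzyme and substrate and 100% = no enzyme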
NPR1 activator: GC-A (human) enzyme activation | HEK293 GC-A cells, cGMP TR-FRET, EC30 ANP; 0% at EC30 ANP, 100% saturating ANP | activation, % at 10 µM | hit rate 0.14% among 370,000 | AID 1671463; in the data active means activation above about 40%
Tn6 DDE FP: disrupts Tn6 cyclic peptide binding to fibrin D-Dimer-E complex | P02675 | Fibrin DD(E) TRITC-Tn6 fluorescence polarization displacement | inhibition, % at 8.3 µM | hit rate 0.21% among 370,000;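 active means inhibition above a per-campaign cutoff: mean of compounds within control limits plus 3 SD, cut at about 15% in these data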;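 further: 0% = median of all compound wells on the plate and 100% = blocking peptide control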
Target sequence (P02675 whole entry, looked up): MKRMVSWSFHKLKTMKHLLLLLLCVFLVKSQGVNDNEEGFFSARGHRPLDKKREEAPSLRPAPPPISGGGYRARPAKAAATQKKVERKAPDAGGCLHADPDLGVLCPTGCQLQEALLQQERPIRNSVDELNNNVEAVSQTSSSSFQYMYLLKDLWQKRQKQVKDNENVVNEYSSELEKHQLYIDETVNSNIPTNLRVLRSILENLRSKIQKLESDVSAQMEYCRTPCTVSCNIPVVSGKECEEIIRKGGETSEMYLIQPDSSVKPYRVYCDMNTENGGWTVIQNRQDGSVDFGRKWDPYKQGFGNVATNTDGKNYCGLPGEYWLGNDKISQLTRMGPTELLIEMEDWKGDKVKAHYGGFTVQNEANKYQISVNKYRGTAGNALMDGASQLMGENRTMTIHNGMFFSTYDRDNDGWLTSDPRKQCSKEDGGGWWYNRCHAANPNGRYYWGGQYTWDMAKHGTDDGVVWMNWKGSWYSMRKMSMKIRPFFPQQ
KLK7 zymogen act: proKLK7 (human) activation, primary screen. hit rate 0.9% among 370,000. AID 652039. purified proKLK7, EDANS-DABCYL substrate fluorescence; 100% is mature enzyme control, 0% vehicle. activation, % at 7 µM. P49862;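 active means activation above the mean of all tested compounds plus 3 SD, computed per campaign excluding outliers beyond control limits, cut at about 13% in these data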
Target sequence (P49862 whole entry, looked up): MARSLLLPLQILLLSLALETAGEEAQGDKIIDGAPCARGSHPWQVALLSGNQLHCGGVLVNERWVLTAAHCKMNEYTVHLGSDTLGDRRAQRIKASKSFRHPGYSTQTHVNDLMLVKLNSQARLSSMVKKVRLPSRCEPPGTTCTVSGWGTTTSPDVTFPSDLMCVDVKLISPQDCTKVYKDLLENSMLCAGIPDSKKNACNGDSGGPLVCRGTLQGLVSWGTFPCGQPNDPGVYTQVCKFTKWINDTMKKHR
ARFGAP1 inh: rat ARFGAP1 inhibition | Arfgap1-stimulated ARF1 GTP hydrolysis, GDP FP detection | inhibition, % at 16.5 µM | hit rate 0.26% among 360,000 | AID 651572;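 active means inhibition above a per-plate limit, mean inhibition of low control wells plus 3 SD, cut at about 25% in these data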;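 further: 0% = DMSO wells with enzyme and 100% = wells lacking Arfgap1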
Target sequence (Q62848 1-136 limits assumed): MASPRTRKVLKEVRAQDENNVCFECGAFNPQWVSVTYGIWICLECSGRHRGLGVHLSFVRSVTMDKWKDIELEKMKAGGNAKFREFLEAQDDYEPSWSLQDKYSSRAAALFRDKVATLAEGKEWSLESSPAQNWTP
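system = rat Arfgap1 catalytic domain, aa 1-136 | technique = FP, GDP Alexa 633 tracer displaced from anti-GDP antibody, 620/688 nm | compound = one concentration, 16.5 µM, DMSO 1.26% | medium = HEPES-based buffer, pH 7.5 | timing = compound-enzyme preincubation 20 min, reaction 120 min, detection 60 min, 25 °C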
GAA850 FXN act: frataxin GAA850 promoter activation; HEK293 lucGAA850 FXN promoter luciferase reporter, 24 h; percent of 10 µM SAHA response; activation, % at 6 µM; hit rate 0.56% among 360,000; AID 540364;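 active means activation above the average of all compounds screened plus 3 SD, cutoff fixed separately per campaign, cut at about 7.5% in these data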;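 further: 0% = DMSO wells and 100% = 10 µM SAHA wells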
rCAG RNA binder: molecules binding r(CAG) RNA repeats | r(CAG) RNA repeat, TO-PRO-1 dye displacement fluorescence | inhibition, % at 3 µM | hit rate 1.3% among 370,000;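 active means inhibition above the plate cutoff, the mean of all test compounds on that plate plus 3 SD, cut at about 35% in these data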;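 further: 0% = DMSO alone and 100% = 100 µM mitoxantrone as full dye displacement; higher means more dye released from RNA so lower well fluorescence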
HGIII-sPLA2 inh: Inhibits HGIII-sPLA2 liposome hydrolysis, primary screen; Q9NZ20; QFRET BODIPY PC-A2 liposome hydrolysis, fluorescence; inhibition, % at 12.2 µM; hit rate 0.56% among 370,000;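 active means inhibition above mean plus 3 SD of compounds lying within the high and low control bounds, cut at about 19% in these data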;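 further: 0% = median of test compound wells and 100% = no enzyme DMSO wells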
ADAM10 inh: inhibitors of human ADAM10; O14672; AID 720582; hit rate 0.62% among 370,000; inhibition, % at 7 µM; recombinant ADAM10, EDANS/DABCYL FRET peptide cleavage, 3 h;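 active means inhibition above a per-campaign cutoff equal to the mean of compounds falling between control-based bounds plus 3 SD, cut at about 20% in these data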;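 further: 0% = DMSO wells while the 100% control is not disclosed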
NPR2 activator: GC-B (human) receptor activation | HEK293-GC-B cells, CNP EC30, cGMP TR-FRET; 0% at EC30 CNP, 100% saturating CNP | activation, % at 10 µM | hit rate 0.11% among 370,000 | AID 1920062;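 active means activation at 10 µM reaching about 35% in either raw or pattern-adjusted values, limit read from the data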
Numbers without * were called inactive; i = inactive; · = not tested or not shown.

The first two entries, to show the layout:
SMILES	ASAP1 GAP inh	NPR1 activator	Tn6 DDE FP	KLK7 zymogen act	ARFGAP1 inh	GAA850 FXN act	rCAG RNA binder	HGIII-sPLA2 inh	ADAM10 inh	NPR2 activator
O=C(O)C1CCCCC1C(=O)Nc1cc(C(F)(F)F)ccc1Cl (stereo not given)	6	-4	0	-0.5	0	1.9	0	6	7	3
COC(=O)C1=C(C)Nc2[nH]c(=S)[nH]c(=O)c2C1c1ccc(OC)cc1 (stereo not given)	-5	0	2	0.0	-3	1.3	8	5	-1	-3

The listing (from the top)
SMILES	ASAP1 GAP inh	NPR1 activator	Tn6 DDE FP	KLK7 zymogen act	ARFGAP1 inh	GAA850 FXN act	rCAG RNA binder	HGIII-sPLA2 inh	ADAM10 inh	NPR2 activator
O=C(O)C1CCCCC1C(=O)Nc1cc(C(F)(F)F)ccc1Cl (stereo not given)	6	-4	0	-0.5	0	1.9	0	6	7	3
COC(=O)C1=C(C)Nc2[nH]c(=S)[nH]c(=O)c2C1c1ccc(OC)cc1 (stereo not given)	-5	0	2	0.0	-3	1.3	8	5	-1	-3
CC1Cc2ccccc2N1CC(=O)Nc1ccc(S(=O)(=O)N(C)C)cc1 (stereo not given)	-4	0	-11	-0.2	9	0.0	17	-2	-6	8
COc1ccc(S(=O)(=O)N2CCN(c3nc(-c4cccnc4)nc4ccccc34)CC2)cc1	21	-16	2	0.9	1	-1.0	6	-9	-6	-12
O=C(NCCc1ccccn1)c1cncc(Br)c1	-4	-1	0	-0.3	1	-1.9	0	5	2	1
COc1cccc(Oc2ccc(N/C=C/C(=O)C(C)(C)C)cc2)c1	17	-2	3	0.0	-3	4.0	8	2	12	-1
O=C(COC(=O)CCN1C(=O)C2CC=CCC2C1=O)Nc1ccc(Cl)cc1F (stereo not given)	-7	-2	1	-0.4	2	-0.1	2	-1	-3	-4
CCCNc1nc(=S)n(-c2ccccc2)c(C)c1C(C)=O	1	1	-3	-0.1	0	2.4	-1	5	-6	3
Cc1sc2nc(CN3CCCC3)nc(N3CCN(C(=O)c4ccco4)CC3)c2c1C	-6	0	-6	-1.5	-4	0.9	-1	-1	-12	-4
Cc1ccnc(NC(=O)CCC(=O)N(CC(=O)NCCc2ccccc2)Cc2ccco2)c1	-3	-4	-4	0.2	2	-0.5	-3	3	9	-9
CC1=C(CC/C(C)=N/NC(N)=S)C(C)(C)CCC1	0	-2	6	-0.4	-4	-2.5	-2	10	-1	-3
COCC(C)OC(=O)c1c(N)n(CC(C)C)c2nc3ccccc3nc12 (stereo not given)	6	17	4	59*	14	-1.6	0	-2	i	25
Cc1cc(C(=O)COC(=O)c2ccc(O)cc2)c(C)n1CCc1ccc(F)cc1	6	1	6	0.8	20	1.4	9	-52	1	5
COc1ccccc1CN1CC(C(=O)NCc2cc(F)ccc2C)CCC1=O (stereo not given)	1	6	1	-0.1	3	2.6	0	0	14	1
CC1CCN(c2nnc(-c3cccs3)c3ccccc23)CC1	-22	-6	1	-0.4	-16	3.5	1	6	-12	0
O=C(CSc1nnc(CNC(=O)c2ccco2)o1)Nc1ccccc1C(F)(F)F	6	4	0	-0.3	1	0.2	-2	6	-3	5
COc1ccc(OC)c(CCNC(=O)C(C)n2nc(C)c3c(C)n(-c4ccc(C)cc4)nc3c2=O)c1 (stereo not given)	2	4	-5	1.0	-3	-7.2	-8	-1	1	1
CCOC(=O)C1(Cc2ccccc2)C(=O)Nc2ccccc21 (stereo not given)	7	-4	-13	-0.4	-3	2.6	-5	3	-6	-1
CC(=Nc1ccccc1)C1=C(O)CCCC1=O	1	3	3	-0.3	0	0.1	1	0	0	0
O=C(O)c1cc2cc(Cl)ccc2[nH]1	4	1	2	-0.3	2	-0.6	-1	8	-14	-1
COc1cc2nc(C3CCC3)n(NC(=O)COc3ccccc3)c(=O)c2cc1OC	5	-5	4	-0.1	22	0.0	5	1	2	-1
Cc1cccc(/N=C/c2nc(-c3ccccc3Br)oc2O)n1	1	2	-4	-0.8	6	1.4	2	-3	-5	-13
COc1ccc(C(=O)NNC(=O)CN2CCC(n3nnc4cc(F)ccc43)CC2)cc1	-6	-4	6	-0.4	-9	-2.5	0	5	8	3
CCOc1ccc(CCNC(=O)COC(=O)C2CCN(c3ccc(C(F)(F)F)cn3)CC2)cc1OCC	-1	5	-3	0.1	4	1.9	-6	-9	0	2
O=C(c1cccc(Cl)c1)N1CCN(Cc2ccccc2F)CC1	-2	4	-1	0.2	2	-1.5	-9	6	-4	6
COc1cc(CN2C[C@@H](CO)O[C@@H](n3cnc4c(N5CCN(C)CC5)ncnc43)C2)cc(OC)c1OC	13	4	-8	0.1	3	2.2	-1	5	-8	5
O=C(Nc1ccc2c(c1)OCO2)C1CCCN1C(=O)Nc1cccc(F)c1 (stereo not given)	-7	-2	-1	-0.5	9	-0.8	2	-1	-2	0
CC1(C)CC(=O)C2=C(C1)N1CCCCC1CC2=O (stereo not given)	5	5	6	-0.5	6	0.9	1	-4	-2	7
CS(=O)(=O)N(CC(=O)N/N=C/c1ccccc1C(=O)O)c1cccc(Cl)c1Cl	-1	0	-4	0.3	13	-1.6	6	-1	-19	3
COc1ccc(COCCN2CCN(S(=O)(=O)c3ccccc3)CCC2=O)cc1	-1	-2	-4	0.0	-3	-1.1	-2	1	-2	0
CC1=C(C(=O)N2CCOCC2)CC(CC(=O)NCC2CCCCC2)C(=O)N1CCCN1CCCC1=O (stereo not given)	9	3	0	-0.6	-7	-1.4	1	5	3	-1
COC(=O)c1ccc(-c2ccc(OC)c([C@H]3[C@H]4C=CC[C@@H](C)[C@@H]4C(=O)N3Cc3ccccc3)c2)cc1	-1	-3	-7	0.7	1	-0.3	2	-8	-4	-5
CSCC(C)N1CCC(n2nccc2NC(=O)c2ccc3c(c2)OCO3)CC1 (stereo not given)	-4	-1	3	0.6	0	-0.5	-5	-4	4	2
CC1Cc2ccccc2N1C(=O)CSCC(=O)O (stereo not given)	-9	·	0	0.8	4	-1.2	2	2	0	·
COCCCNC(=O)CCCC(=O)NCCCOC	1	1	9	-0.3	4	-1.1	-4	1	-2	0
CCCCCC1CC(CC(=O)Nc2ccc([N+](=O)[O-])cc2)OC1=O (stereo not given)	0	2	-8	-0.1	3	1.9	-2	11	13	5
CC(N=Cc1ccccc1O)c1ccccc1 (stereo not given)	-7	5	-4	0.0	1	0.0	0	-4	-1	-2
Cc1nccn1C[C@@H]1CCc2c(c3ccccc3n2C)C1=O	3	1	-3	-0.5	14	-1.1	0	-3	-3	4
Nn1c(SCC(=O)Nc2nccs2)nnc1-c1ccccn1	-9	4	3	-0.1	4	0.2	-3	0	-4	0
Cc1cccc(-c2nnc(SCC(=O)NCc3ccc4c(c3)OCO4)n2C)c1	0	1	2	0.5	-3	0.4	-2	0	-1	4
CC(=O)c1cccc(-c2ccc3c(c2)C(C)(Cc2ccccc2C#N)C(=O)N3)c1 (stereo not given)	7	1	1	-0.6	6	3.3	3	-3	-1	-8
COCC(=O)NC1CCN(CC(=O)Nc2ccc(OC)cc2[N+](=O)[O-])CC1	-7	-5	-1	0.5	-6	1.5	-4	5	4	2
COC(=O)[C@@]1(Sc2ccc(C)cc2)CC(=O)N(C(=O)CCc2ccccc2)[C@@H]1c1ccccc1	6	0	-1	-0.3	-6	·	3	-13	6	5
CCCc1cc(=O)[nH]c(SCC(=O)N2C(C)CCCC2C)n1 (stereo not given)	-5	1	0	0.9	-2	1.9	-2	-4	2	1
COC(=O)CCSCC(=O)Nc1nnc(C)s1	-18	1	3	0.1	-7	0.4	1	-3	-4	0
C[C@H](CO)N1C[C@H](C)[C@@H](CN(C)C(=O)CCC(F)(F)F)OCc2cnnn2CCCC1=O	-5	0	0	0.0	-19	-0.6	0	1	-1	0
Cc1cc2c(n1-c1ccc(C(N)=O)cc1)CC(C)(C)CC2=O	3	-1	2	-0.4	7	-2.4	-1	3	-9	6
COC(=O)c1nc(N)sc1-c1ccc(OC)cc1	-2	5	3	1.0	-4	5.0	1	6	-23	-3
O=C(O)CN1CCN(C(c2ccccc2)c2ccccc2)CC1	4	-4	2	-0.4	-10	-0.4	-2	-4	0	-5
C=CCOc1ccc(/C=N/NC(=O)C(=O)N2CCCCCC2)cc1OC	-19	3	3	-0.2	3	1.4	-5	0	-3	2
CCCc1ccc(OCCNC(=O)CC)cc1	-12	-1	1	-0.6	0	5.0	-2	1	-6	3
CCC(=O)Nc1cccc(C2=NOC3(C2)C[C@@H](C(N)=O)N(C(=O)C(c2ccccc2)c2ccccc2)C3)c1 (stereo not given in full)	3	-1	3	-0.2	2	-0.4	11	-21	1	2
CC(C)Cc1nnc(NC(=O)CCC(=O)Nc2ccc(F)cc2)s1	2	2	4	0.0	-3	1.7	-6	-2	-2	2
Cc1cccc(C(=O)NNS(=O)(=O)c2ccccc2)c1O	-6	4	1	-0.2	1	0.4	1	2	-3	2
CC(C)(C)c1ccc(C(=O)Nc2ccc(C(=O)N3CCCC3)cc2)cc1	-5	-3	-1	0.4	10	-1.1	-7	-9	-4	4
O=C1CCCCC1C(Nc1ccc(Br)cc1)c1ccccc1 (stereo not given)	7	-31	1	-0.1	6	1.0	-2	-7	13	-17
O=C(CSc1nc2ccccc2c(=O)n1Cc1ccco1)Nc1cccc(O)c1	0	-4	-3	-0.3	-1	1.4	7	-32	7	4
COc1cccc(CN(C)C(=O)c2csc3c2CCCC3)c1OC	15	-1	-7	0.5	8	1.9	-6	-2	-1	6
CCCCN(C(=O)CSc1ncnc2sccc12)c1c(N)n(Cc2ccccc2)c(=O)[nH]c1=O	-5	-1	4	0.2	-2	-2.9	-4	-1	3	-2
Cc1ccc(N(CC(=O)NCc2ccncc2)S(C)(=O)=O)cc1	2	3	5	-0.1	-9	-0.4	-1	-3	-3	6

Arranged by value in HGIII-sPLA2 inh (low to high): three from the list above
| molecule | HGIII-sPLA2 inh |
| --- | --- |
| O=C(CSc1nc2ccccc2c(=O)n1Cc1ccco1)Nc1cccc(O)c1 | -32 |
| CC(C)Cc1nnc(NC(=O)CCC(=O)Nc2ccc(F)cc2)s1 | -2 |
| CCCc1ccc(OCCNC(=O)CC)cc1 | 1 |

Next section
SMILES	ASAP1 GAP inh	NPR1 activator	Tn6 DDE FP	KLK7 zymogen act	ARFGAP1 inh	GAA850 FXN act	rCAG RNA binder	HGIII-sPLA2 inh	ADAM10 inh	NPR2 activator
COc1c(C)cc(C(=O)C2CCCN(C(=O)c3cc(C)nc(C)n3)C2)cc1C (stereo not given)	7	-4	0	0.1	-1	-0.1	-3	9	-6	-1
Cc1cc(C)c(NC(=O)CSc2nc3[nH]ncc3c(=O)[nH]2)c(C)c1	-1	2	-1	-0.2	7	-0.2	5	-9	6	-2
C=CCN1C(=O)c2ccc(C(=O)N(CCC)CC(=O)Nc3ccccc3C)cc2C1=O	-10	-5	6	-0.4	-5	2.6	-3	4	-3	1
Cc1ccc2nc3c(cc(C(N)=S)c(=N)n3CCCOC(C)C)c(=O)n2c1	5	27	5	14*	-7	-0.1	-2	14	i	16
COC(=O)C[C@H]1C[C@H]2c3cc(NC(=O)Nc4ccc(F)cc4)ccc3O[C@H]2[C@@H](CO)O1	2	-3	-6	0.8	14	-2.1	6	7	-4	3
CCCCn1c(SCC(=O)OCC)nnc1-c1ccoc1C	-8	0	1	-0.4	-2	2.3	-5	0	1	-4
O=C(Nc1nc(COc2ccccc2)cs1)c1ccccc1F	2	-2	0	-21	3	4.0	0	0	-2	-1
